Cardiac RTF inh = cardiac RTF calcium desensitization. P19429+P45379. actives 0.12% (n = 340,000). inhibition, % at 7.15 µM. IANBD-labeled cardiac RTF, Ca2+ fluorescence;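 active = inhibition above the mean inhibition of all tested compounds plus 3 SD, cut at about 17% in these data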;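 also: assay run at fixed EC70 calcium of 1.6 mM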
PvdQ acylase = blocks Pseudomonas aeruginosa PvdQ acylase activity | purified PvdQ acylase, fluorescence plate reader | inhibition, % at 10 µM | actives 0.063% (n = 340,000) | AID 488965; in the data active = inhibition above about 30%, passing the limit was not always enough;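 also: 0% = vehicle neutral wells and 100% = reference inhibitor wells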
DAGLB inhibitor = blocks human DAGLB lipase activity; inhibition, % at 5.17 µM; HEK293T DAGLB membrane lysate, EnzChek fluorogenic substrate; Q8NCG7; AID 504411; actives 0.059% (n = 340,000); in the data active = inhibition above about 34%;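 also: 0% = enzyme with vehicle and 100% = wells lacking enzyme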
SR-BI HDL uptake = inhibitors of mouse SR-BI mediated HDL lipid uptake | Q61009 | actives 0.96% (n = 320,000) | inhibition, % at 12.5 µM | ldlA[mSR-BI] CHO cells, DiI-HDL uptake fluorescence, 3 h;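 active = mean replicate inhibition of at least 70% and a set share of replicates each scoring 70 or more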;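 also: 0% = median of neutral control wells and 100% = median of positive control wells; values of inactives mirror those of a sister screen read the other way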
Target sequence (Q61009 whole entry, looked up): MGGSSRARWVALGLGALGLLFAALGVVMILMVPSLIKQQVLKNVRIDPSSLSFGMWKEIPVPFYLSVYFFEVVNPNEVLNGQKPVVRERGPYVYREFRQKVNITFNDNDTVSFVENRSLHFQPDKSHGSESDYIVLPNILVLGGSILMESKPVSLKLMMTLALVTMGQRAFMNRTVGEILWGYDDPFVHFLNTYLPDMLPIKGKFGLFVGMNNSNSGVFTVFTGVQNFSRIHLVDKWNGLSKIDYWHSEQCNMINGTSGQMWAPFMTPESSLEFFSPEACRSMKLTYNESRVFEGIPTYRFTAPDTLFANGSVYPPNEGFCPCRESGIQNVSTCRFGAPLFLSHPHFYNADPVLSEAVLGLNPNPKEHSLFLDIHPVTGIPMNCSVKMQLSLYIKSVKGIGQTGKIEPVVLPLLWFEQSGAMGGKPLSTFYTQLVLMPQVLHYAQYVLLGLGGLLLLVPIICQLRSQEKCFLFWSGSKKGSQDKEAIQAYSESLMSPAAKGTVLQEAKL
PKA-R2B activ = activators of human PKA-R2B complex; activation, % at 11.4 µM; PKA-R2B holoenzyme dissociation, Cy5-IP20 fluorescence polarization; R2B truncated from residue 108, S112A mutant; 0% DMSO only, 100% 113 µM cGMP; P22694+P31323; actives 0.079% (n = 340,000); AID 504700;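 active = activation above a cutoff set at the mean over all compounds plus 3 SD, cut at about 18% in these data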;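 also: higher means more holoenzyme dissociation and a rise in polarization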
Target sequence (P31323 whole entry, looked up, other chains not shown, the tested form may be a part): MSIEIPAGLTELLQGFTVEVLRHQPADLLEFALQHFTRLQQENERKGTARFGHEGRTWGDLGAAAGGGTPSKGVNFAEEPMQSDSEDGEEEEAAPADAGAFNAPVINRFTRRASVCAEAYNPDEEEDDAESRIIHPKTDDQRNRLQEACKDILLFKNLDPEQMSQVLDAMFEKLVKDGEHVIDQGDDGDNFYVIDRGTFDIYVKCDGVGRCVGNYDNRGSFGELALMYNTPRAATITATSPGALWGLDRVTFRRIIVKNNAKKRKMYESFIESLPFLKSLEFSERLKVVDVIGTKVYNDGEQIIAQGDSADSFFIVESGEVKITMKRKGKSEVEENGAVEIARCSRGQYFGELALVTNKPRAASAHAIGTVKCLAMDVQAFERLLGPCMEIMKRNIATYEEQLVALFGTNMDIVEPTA
SR-BI DiI-HDL act = activators of SR-BI mediated HDL lipid uptake | actives 0.096% (n = 320,000) | activation, % at 12.5 µM | CHO ldlA[mSR-BI] cells, DiI-HDL uptake fluorescence, 3 h; 100 = double the neutral-control signal | AID 504775;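 active = mean replicate activation of at least 60% and every replicate at or above 60%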;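 also: 0% = median plate neutral-control signal and 100% = twice that signal; values of inactives mirror those of a sister screen read the other way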
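material = CHO ldlA[mSR-BI] cells | medium = Ham's F12 with 0.5% BSA, HEPES 25 mM, pH 7.4 | reagent = fluorescent DiI-HDL, 10 µg/mL final | compound dosing = single-point compound dose | incubation = 3 h, 37 °C | measured by = bottom-read fluorescence, 550/595 nm | measure = HDL uptake via cellular fluorescence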
NSD2 HMT inh = NSD2 (human) methyltransferase inhibition. AID 743445. NSD2 peptide methylation, AlphaScreen, 120 min. actives 0.54% (n = 310,000). inhibition, % at 12.5 µM; in the data active = inhibition above about 50%
LANA DNA inh = inhibitors of KSHV LANA C-terminal domain DNA binding. MBP-C-LANA/FAM-LBS DNA binding, fluorescence polarization. inhibition, % at 9 µM. actives 0.078% (n = 340,000). AID 504423;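 active = highest replicate inhibition at or above 60% at 9 µM, even if other replicates fall short; inactive = all replicates below 60% inhibition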;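 also: 0% = neutral control wells and 100% = 4 µM acridine orange control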
Arr AP2 block = human beta-arrestin and AP2 interaction inhibition; FITC-arrestin peptide / GST-AP2 beads, flow cytometry; AP2 beta2 appendage carries R879A mutation; inhibition, % at 10 µM; actives 0.31% (n = 340,000); AID 504490;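 active = inhibition above a set limit, near 3 SD of compounds lacking own fluorescence, cut at about 54% in these data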;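 also: plate controls were DMSO wells for no effect and 5 µM unlabelled arrestin peptide for full effect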
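Material – AP2 appendage R879A on GSH beads · Buffer or medium – PBS with 0.05% Tween 20 and 0.1% BSA · Probe or stimulus – fluorescein-tagged arrestin peptide at 50 nM final · Incubation – compound with beads 12 min RT, then probe 1 h RT · Detection – high-throughput flow cytometry of beads, ex 488, em 535 nm · Evaluation – percent response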
Keap1-Nrf2 PPI = inhibitors of human Keap1-Nrf2 protein-protein interaction; Q14145; Keap1 Kelch-Nrf2 peptide fluorescence polarization, 1536-well; inhibition, % at 9.4 µM; actives 0.15% (n = 340,000); in the data active = inhibition above about 12%;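 also: human Keap1 Kelch domain with fluorescein labeled Nrf2 9mer peptide probe; 0% = neutral control wells and 100% = peptide positive control; higher means more block of Keap1 binding to Nrf2 peptide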
* marks the source's active call; other numbers are inactive results; · = not tested or not shown. Outcome played no part in choosing rows (roughly 2.1% active in at least one column).

canonical_smiles	LANA DNA inh	DAGLB inhibitor	SR-BI HDL uptake	NSD2 HMT inh	PvdQ acylase	Arr AP2 block	Cardiac RTF inh	SR-BI DiI-HDL act	Keap1-Nrf2 PPI	PKA-R2B activ
O=C(COC(=O)c1cccc(S(=O)(=O)N2CCOCC2)c1)Nc1ncc(C(F)(F)F)cc1Cl	1.0	2	17	-1	-11	-2	-5	-17	-2	-2
O=C1CCc2cc(S(=O)(=O)N3CCC(C(=O)NC4CCCc5ccccc54)CC3)ccc2N1 (centres undefined)	0.3	-1	-3	·	-9	-4	-10	3	-3	-5
CC(C)CN1C(=O)c2ccc(C(=O)Nc3c[nH]c(=O)[nH]c3=O)cc2C1=O	1.1	0	-10	4	-16	15	-7	10	3	6
O=C(O)CCNC(=O)c1ccc(NC(=O)C(c2ccccc2)c2ccccc2)cc1	1.3	-1	-4	-2	-15	6	-10	4	-4	-4
CN(C)c1ccc(NC(N)=S)cc1	-1.0	-3	11	1	3	30	3	-11	-2	3
CSc1ccccc1NC(=O)CCn1c(=O)oc2ccccc21	0.7	0	-1	11	-13	-1	-4	1	-3	-10
CC(C)(C)c1ccc(C(=O)N2CCN(c3nc4ccccc4o3)CC2)cc1	0.1	0	0	·	-18	7	-6	0	0	5
Cc1ccc(NC2CCCN(C(=O)c3c(C)noc3C)C2)cc1C (centres undefined)	-0.6	1	-14	3	3	-2	1	14	0	-4
CC(=O)Nc1ccc(S(=O)(=O)NCCS(=O)(=O)N2CCN(c3ccccc3)CC2)cc1	0.4	1	-3	-1	-8	3	-1	3	-2	0
CCOC(=O)CC(NC(=O)c1cc2cc(Br)ccc2oc1=O)c1cccc([N+](=O)[O-])c1 (centres undefined)	-0.4	2	4	-3	-13	-12	-7	-4	-2	-3
NC(=O)C1=C(N=C2CCCCC2)CCCC1	2.4	0	3	2	22	33	1	-3	3	1
Cn1nc(-c2ccccc2)nc1-c1ccccc1	0.5	-4	-15	·	3	16	4	15	0	-8
CCN1CCN(Cc2ccc(NC(=O)c3ccc(C)c(NC(=O)c4nccn4C)c3)cc2C(F)(F)F)CC1	2.1	-2	20	·	-7	-2	7	-20	-4	-6
CCc1ccc(NC(=O)C(C)OC(=O)C2CCC(=O)N2)cc1 (centres undefined)	-0.5	-1	-11	-2	-3	7	-2	11	-4	7
CN1CCCN(C(=O)c2cc3c(s2)CCCC3)CC1	-2.9	-2	-3	3	11	9	1	3	-6	-6
CCCn1c(CNC(=O)Cc2ccccc2)nc2ccccc21	1.0	3	11	24	-15	-11	-7	-11	-3	6
Cc1ccc(SCc2nc(N)nc(Nc3ccccc3C)n2)c(C)c1	-1.5	-3	0	2	-12	2	-6	0	-1	-4
COc1ccc(OC)c(S(=O)(=O)N2Cc3ccccc3CC2C(=O)Nc2nccs2)c1 (centres undefined)	-1.3	1	-27	-1	-7	-2	-1	27	-2	0
CCc1cccc(NC(=O)C2CC2c2ccccc2)c1 (centres undefined)	1.4	-7	8	-3	-15	-9	-7	-8	0	11
Cc1cc(C(=O)OCC(=O)Nc2ccc(F)c(F)c2)c(C)o1	0.6	-2	-1	-2	-7	-7	-4	1	-5	3
NC(=O)C1(Nc2ccccc2)CCCC1	-5.3	1	4	-2	-9	10	-1	-4	-4	9
O=C(CCC(=O)n1ncc2ccccc21)N1CCCCC1	-0.4	1	-9	·	-12	1	-3	9	-6	-8
CC(C)NCC(O)(c1ccc(Cl)cc1)c1ccc(Cl)cc1	-0.7	-2	-11	2	-22	-3	3	11	-3	-1
CCOc1cc(C(C(=O)NCC2CCCO2)N(C(=O)Cn2nnc3ccccc32)c2ccccc2OC)ccc1O (centres undefined)	-2.7	-1	·	·	-5	20	-12	·	-2	4
CCN(C[C@H]1N[C@@](Cc2ccccc2)(C(=O)OC)[C@H]2C(=O)N(C)C(=O)[C@@H]12)C(=O)COc1ccccc1	1.1	-1	2	·	6	5	-2	-2	1	-4
O=C(Cn1c(=O)oc2cc(S(=O)(=O)N3CCCC3)ccc21)NCc1ccc(F)cc1	0.2	2	-5	·	-10	0	-3	5	-2	-6
CCOC(=O)c1c(NC(=O)CN(C)C)sc(C(=O)N(CC)CC)c1C	0.1	-4	-3	0	-16	-5	4	3	-3	-11
O=C(CC1C(=O)NCCN1Cc1c(F)cccc1Cl)NCCCn1cccn1 (centres undefined)	0.6	-4	·	-5	0	32	5	·	2	-10
O=c1c2sc3ccccc3c2[nH]c(=S)n1CCN1CCOCC1	-1.0	0	-71	14	1	-11	4	71*	-9	-4
O=C(NCCCN1CCOCC1)c1onc(CSc2ccccc2)c1C(=O)NCCCN1CCOCC1	0.6	-2	-19	·	-7	18	-10	19	-5	-2
C=CCSc1nnc2c(n1)OC=Nc1ccccc1-2	0.9	-1	-16	0	4	23	-6	16	3	-9
CCOCCOC(=O)COc1ccc2c(=O)c(Oc3ccc(OC)cc3)coc2c1	-2.4	11	-18	0	-19	-8	-13	18	0	5
CC(=O)Nc1ccc(S(=O)(=O)Nc2cccc(-n3c(C)nc4ccccc4c3=O)c2)cc1	-0.4	-3	-3	0	-8	8	6	3	0	3
CCN(CC)C(=O)CSc1nc2sc3c(c2c(=O)n1-c1ccc(C)cc1)CC(C)(C)SC3	3.7	2	0	-2	10	9	-16	0	-2	-14
CCn1c(SCC(=O)NC2CCCc3ccccc32)nnc1-c1ccncc1 (centres undefined)	0.0	0	-4	-2	1	5	-15	4	6	-3
CN1/C(=C\C=C(C#N)C#N)C(C)(C)c2ccccc21	165	-1	6	2	14	-27	-7	-6	45*	1
CCn1c(SCc2ccccc2)nnc1-c1cccs1	14	0	-1	1	12	-8	-11	1	-5	-2
COc1ccc(-c2cn3cc(C)ccc3n2)cc1Br	0.3	-3	56	-3	5	29	8	-56	1	-7
COc1ccc(C(=O)OCC(=O)NC2CC2)cc1S(=O)(=O)Nc1ccc(C)cc1	-0.5	0	-22	1	15	2	-6	22	-4	-3
Cc1ccc(N2CCN(C(=O)c3cc(COc4c(C)cccc4C)on3)CC2)c(C)c1	0.8	-16	-20	-4	-13	-3	-7	20	2	-14
COc1ccc(/C=N/NS(=O)(=O)c2ccc(F)cc2)cc1COc1cc(F)ccc1[N+](=O)[O-]	0.5	-2	11	-2	-12	-10	-6	-11	-4	5
COc1ccc(C2(c3ccc(OC)cc3)NC(=O)N(CC(=O)N(C)C3CCC(C)CC3)C2=O)cc1 (centres undefined)	-0.1	-1	10	·	-8	3	-4	-10	-1	-6
C/C(=N\NC(=O)c1cccnc1)c1cc(C)oc1C	-4.7	-2	-2	-5	3	2	0	2	6	-1
O=C(O)c1cc([N+](=O)[O-])ccc1Nc1ccccc1	0.5	8	-8	1	-17	-9	-11	8	1	-2
CC(=NCCN1CCOCC1)C1=C(O)c2ccccc2C1=O	0.1	6	-31	-2	-6	9	-11	31	5	6
CC(=O)Nc1ccc(S(=O)(=O)NCCC(=O)NC(C)c2cccs2)cc1 (centres undefined)	0.7	1	-2	-4	-7	-5	1	2	-2	-3
O=C(C1=C(O)C(=O)N(CC2CCCO2)C1c1ccccc1Cl)c1ccco1 (centres undefined)	-0.1	-1	·	-3	11	11	-2	·	-3	-5
Cc1ccccc1-c1nsc(SCC(=O)NCc2ccc3c(c2)OCO3)n1	-2.2	-3	-5	-3	-1	-2	-7	5	-7	-1
COc1cc(S(=O)(=O)NC2CCCC2)ccc1-n1cnnn1	-1.6	-2	-14	-4	3	0	-28	14	-1	-5
N#CCn1c(CCl)nc2ccccc2c1=O	3.5	-2	·	1	-10	-1	-2	·	1	-3
O=C(/C=C/c1ccc2c(c1)OCO2)NCCS(=O)(=O)N1CCN(c2ccc(F)cc2)CC1	-0.9	1	43	-2	-1	-3	-6	-43	-4	-7
COc1ccc(C(=O)CN(Cc2ccccc2)C2=NCCS2)cc1	0.4	-2	-32	-5	-6	3	-3	32	4	-1
CC(OC(=O)c1cc2ccccc2[nH]1)C(=O)N(C)c1ccccc1 (centres undefined)	1.1	-1	-19	-1	-4	-4	-4	19	-4	0
COc1ccc(CN2C(=O)c3cccnc3C2Nc2ccc(OC)c(Cl)c2)cc1 (centres undefined)	0.6	6	-9	18	6	0	-3	9	1	10
Cc1cc(=O)[nH]c(Nc2ccc(C(=O)OC(C)C)cc2)n1	3.8	0	1	1	-10	-9	-9	-1	3	-13
O=C(NN1CCOCC1)c1ccc(Cl)cc1Cl	-1.6	0	-9	-3	16	21	3	9	2	4
COc1ccc(NC(=O)CN2C(=O)NC3(CCCC3)C2=O)c(OC)c1	0.3	-1	·	-4	7	37	-9	·	-3	2
O=S1(=O)CC(O)C(Nc2ccccc2Cl)C1 (centres undefined)	0.2	2	4	-2	-6	22	-8	-4	-2	-5
CCCCc1ccc(NC(=S)Nc2ccc(Nc3ccc(OC)cc3)cc2)cc1	0.0	7	81*	2	8	16	-4	-81	3	-4
CCN(CC)CCNC(=O)C1c2cc(OC)c(OC)cc2C(=O)N(C)C1c1cccs1 (centres undefined)	0.4	2	-27	9	-4	7	-2	27	·	-5

With a hit mark in SR-BI DiI-HDL act (from the list above):
SMILES | LANA DNA inh | DAGLB inhibitor | SR-BI HDL uptake | NSD2 HMT inh | PvdQ acylase | Arr AP2 block | SR-BI DiI-HDL act | Keap1-Nrf2 PPI | PKA-R2B activ
O=c1c2sc3ccccc3c2[nH]c(=S)n1CCN1CCOCC1 | -1.0 | 0 | -71 | 14 | 1 | -11 | 71* | -9 | -4

(more compounds)
canonical_smiles	LANA DNA inh	DAGLB inhibitor	SR-BI HDL uptake	NSD2 HMT inh	PvdQ acylase	Arr AP2 block	Cardiac RTF inh	SR-BI DiI-HDL act	Keap1-Nrf2 PPI	PKA-R2B activ
Cc1csc(NC(=O)c2cc3ccccc3o2)n1	0.2	1	11	0	-11	3	-12	-11	0	3
COCC(CN1CCN(C2=NS(=O)(=O)c3ccccc32)CC1)OC(=O)c1ccc(OC)cc1 (centres undefined)	0.9	0	-3	·	-17	4	-31	3	-3	-6
Cn1c(SCc2ccccc2F)nc2ccccc2c1=O	0.8	-11	30	-1	-24	2	5	-30	-7	-7
Cc1ccc(S(=O)(=O)N2CCN(C(=O)CSc3nnc(-c4ccco4)o3)CC2)cc1	-2.1	0	0	7	-9	10	-1	0	-4	5
COc1cccc(-n2c(SCC(N)=O)nnc2-c2ccco2)c1	-2.5	-1	-4	0	-17	2	-10	4	-5	-2
